Screening data from PubChem BioAssay.
ERK EGF inh: EGF-driven ERK pathway inhibition; HEK293-V1b, EGF-stimulated phospho-ERK AlphaScreen; Potency, µM (series often up to 11.5 µM), for inactives: top-dose activity change, negative = inhibition, hits mostly inhibitors; AID 1454; hit rate 0.41% among 130,000; active = well fitted inhibition curve with a large enough effect; inconclusive = small, poorly fitted or top-dose-only effect, or effect the other way;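 note: plate controls were stimulated vehicle wells for no effect and unstimulated vehicle basal for full effect; nearly all actives have a fitted effect of over 55% in size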
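Phospho-ERK1/2 measured by AlphaScreen (SureFire) after 5 min 25 nM EGF stimulation of V1b-expressing HEK293 cells preincubated 30 min at 37C with titrated compounds; data scaled to DMSO and EGF controls, Hill-fitted AC50.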
An asterisk follows results filed as active; ? = inconclusive; [ ] = another dose, or the depositor's remark. Potency is the fitted concentration of half-maximal effect.

ERK EGF inh | compound
-2.9% | CCCCC(=O)N(Cc1ccc(-c2ccccc2-c2nn[nH]n2)cc1)C(C(=O)O)C(C)C (stereo not drawn)
? | Cc1csc(NC(=O)Nc2ccccc2[N+](=O)[O-])n1
13.6% | CN(Cc1ccco1)c1ncnc2ccc(-c3cccc(C#N)c3)cc12
-4.9%[57.5 µM] | C#CCO[C@@H]1C[C@H](n2cnc3c(NC(=O)c4ccccc4)ncnc32)O[C@@H]1CO
-3.6%[57.5 µM] | S=c1[nH]nc(-c2cc(-c3ccsc3)n[nH]2)n1-c1ccccc1
-7.9% | CSc1ccccc1NC(=O)c1ccccn1
9.9% | COc1ccc([N+](=O)[O-])cc1N(CC(=O)NC(C(C)C)C(C)C)S(C)(=O)=O
2.7% | CN1/C(=C\C(=S)NC(=O)c2ccc([N+](=O)[O-])cc2)C(C)(C)c2ccccc21
1.7% | Cc1ccc(-c2nnn(CC(=O)N(c3ccccc3)C(C(=O)NCC3CCCO3)c3cccs3)n2)o1 (stereo not drawn)
? | CN1CCSc2ccc(C(=O)Nc3ccc(Cl)cc3)cc21

The last 5 compounds of the part above come first, to join the parts:
ERK EGF inh | compound
-7.9% | CSc1ccccc1NC(=O)c1ccccn1
9.9% | COc1ccc([N+](=O)[O-])cc1N(CC(=O)NC(C(C)C)C(C)C)S(C)(=O)=O
2.7% | CN1/C(=C\C(=S)NC(=O)c2ccc([N+](=O)[O-])cc2)C(C)(C)c2ccccc21
1.7% | Cc1ccc(-c2nnn(CC(=O)N(c3ccccc3)C(C(=O)NCC3CCCO3)c3cccs3)n2)o1 (stereo not drawn)
? | CN1CCSc2ccc(C(=O)Nc3ccc(Cl)cc3)cc21
0.3% | COc1ccc(C2CC(=O)N(C)c3ccccc3S2)cc1 (stereo not drawn)
? | COc1cc(/C=C2/SC(=S)N(CC(=O)O)C2=O)ccc1OC(=O)c1cccs1
-6.6% | COc1ccc(N(CC(=O)Nc2nccs2)S(=O)(=O)c2c(C)[nH]c(=O)[nH]c2=O)cc1
0.0%[57.5 µM] | C/C=C\C(=O)Nc1cccc(C2=NOC3(C2)C[C@@H](C(N)=O)N(C(=O)c2ccc(OC)cc2)C3)c1 (stereo partly drawn)
2.5% | CCNC(=S)N1CCN(c2ccccc2OCC)CC1
-2.7% | Cc1cccc(NC(=S)NC2CC3CCCC(C2)N3Cc2ccco2)c1 (stereo not drawn)
-1.7%[57.5 µM] | Cn1ccnc1Sc1ccccc1[N+](=O)[O-]
-7.2% | COc1ccc(-n2c(C)cc(C(=O)CN3C(=O)c4ccccc4C3=O)c2C)cc1
5.9% | NC(=O)C1(c2ccccc2)CCCN1C(=O)c1ccccc1Br (stereo not drawn)
-3.9% | CS(=O)(=O)N1N=C(c2cccs2)CC1c1ccccc1O (stereo not drawn)
2.1% | CC(C)(C)n1ncc2c(=O)n(CC(=O)NCc3ccccc3)cnc21
-0.9% | O=C(Nc1ccc2c(c1)OCO2)c1cc(-c2ccncc2)nc2ccccc12
2.3%[57.5 µM] | C(=N\Nc1nc2ccccc2[nH]1)/c1ccc2ncccc2c1
4.9% | COc1ccc(CCN2CN(S(=O)(=O)c3ccc(C)cc3)c3nc4ccccc4nc32)cc1OC
? | Cc1nc(CCNC(=O)c2cc(COc3ccc(F)cc3Cl)on2)sc1C
-2.7%[57.5 µM] | Cc1cc(-c2nc(-c3ccc(C(C)(C)C)cc3)no2)no1
-3.8% | O=S(=O)(c1ccc(Cl)c(C(F)(F)F)c1)N1CCN(c2ccccn2)CC1
-6.0% | Cc1cc(Cl)ccc1OC(C)C(=O)NCCc1ccc2c(c1)OCCO2 (stereo not drawn)
28.6% | O=C(O)/C=C/C(=O)Nc1ccc(NC(=O)c2ccccc2)c(Cl)c1
-4.4% | Clc1ccc(Cn2c(/C=C/c3ccco3)nc3ccccc32)cc1
-6.8% | CCOC(=O)c1c(NC(=O)COC(=O)C2CC2C)sc(C)c1C (stereo not drawn)
-0.7% | O=C(c1ccc(S(=O)(=O)NCc2ccco2)cc1)N1CCN(Cc2ccc3c(c2)OCO3)CC1
1.1%[57.5 µM] | C=CCN1C=C2C(=O)C(C)(OC(=O)C3CCCC3)C(=O)C(c3ccccc3)=C2C=C1CCCC(=O)OC (stereo not drawn)
6.4% | CN1/C(=C\C=C2/C(=O)Oc3ccccc3C2=O)C(C)(C)c2ccccc21
2.8% | CC12CN(C(=O)c3ccco3)CC(c3ccccc3)(CN(C(=O)c3ccco3)C1)C2=O
-11.3% | CCOC(=O)c1cc2c(ccn2C)n1CC(=O)Nc1ccc(F)cc1
3.9% | CCNC(=S)NNC(=O)c1cc(-c2ccc(OC)cc2)nc2ccccc12
-4.7% | COc1cc(OC)c(S(=O)(=O)NCc2cccnc2)cc1NC(C)=O
4.1% | O=c1c2c(-c3cccs3)csc2ncn1-c1ccccc1
8.7%[57.5 µM] | CSc1sc(C(=O)NC(=O)NCc2ccncc2)c(C)c1-c1ccon1

In another format: entries from further up.
CN1/C(=C\C=C2/C(=O)Oc3ccccc3C2=O)C(C)(C)c2ccccc21
  ERK EGF inh: 6.4%
CC12CN(C(=O)c3ccco3)CC(c3ccccc3)(CN(C(=O)c3ccco3)C1)C2=O
  ERK EGF inh: 2.8%
CCOC(=O)c1cc2c(ccn2C)n1CC(=O)Nc1ccc(F)cc1
  ERK EGF inh: -11.3%
CCNC(=S)NNC(=O)c1cc(-c2ccc(OC)cc2)nc2ccccc12
  ERK EGF inh: 3.9%

Additional records follow.
ERK EGF inh | compound
6.9% | Cc1ccccc1-n1c(=O)cc(N2CCCCCC2)[nH]c1=O
-4.8% | CN1/C(=C\C(=S)Nc2ccccc2)C(C)(C)c2ccccc21
-2.7% | COc1ccc(Cl)cc1NC(=S)NCCCN1CCCC1=O
-3.2% | CCCCNCc1cc(OCC)c(OCC)cc1Br
0.1% | COCCNC(=O)C1CC(=O)N(c2ccc(OC)cc2)C1c1ccc(OC)cc1 (stereo not drawn)
-2.7% | Cc1cc(C)n(CC(=O)NN)n1
2.0%[57.5 µM] | COC(=O)c1cn(C)c2ccc(S(=O)(=O)N3CC(C)CC(C)C3)cc2c1=O (stereo not drawn)
-5.8% | CN(Cc1cnn(C)c1)C(=O)c1cc(COc2c(F)cccc2F)on1
-4.8% | COc1ccc(-c2ccc(C#N)c(OC)n2)cc1
-4.7% | CC(C)Oc1ccc(C(=O)NCC(=O)OCC(=O)N(C)Cc2cccs2)cc1
-8.1% | COc1cc(C#N)c(N=C(SCC#N)N2CCOCC2)cc1OC
-1.7% | CNC(=O)COC(=O)c1cc(-c2ccc(OC)cc2)nc2ccccc12
-11.7% | COc1ccc(N2CCN(C(=O)c3ccc4ccccc4n3)CC2)cc1
-1.9% | Nc1ccccc1SCC(=O)Nc1nc(-c2ccccc2)cs1
15.2% | COc1cccc(NC(=S)N2CCCN(Cc3ccc(F)cc3)C2)c1
5.3% | COc1ccc(-n2c(C)cc(/C=C(\C#N)C(=O)NCc3ccco3)c2C)cc1
-5.0%[57.5 µM] | NC(=O)C1CCN(C(=S)NC2CC3C=CC2C3)CC1 (stereo not drawn)
-0.6% | CCn1c(CCNC(=O)c2cccs2)nnc1SCC(=O)Nc1nc(-c2ccccc2)cs1
25.0% | CCOC(=O)c1c(C)nc(C)c2c(=O)oc3ccccc3c12
-1.3% | O=S(=O)(NCc1ccco1)c1ccc(S(=O)(=O)N2CCCCC2)cc1
-5.1% | Cc1ccc(-c2nnc(SCC(=O)N/N=C/c3ccc(C)s3)n2-c2ccccc2)cc1
6.7% | CC(Oc1ccc(C(=O)c2ccccc2)cc1)C(=O)Nc1ccc(S(N)(=O)=O)cc1 (stereo not drawn)
7.6% | Cn1cccc1C(=O)N1CCC2(CCN(Cc3nccs3)CC2)CC1
-7.9%[57.5 µM] | CC(=O)Oc1ccc2oc(-c3ccccc3)c(C(N)=O)c2c1
-0.5% | S=C(NCC1CCCO1)Nc1ccccc1 (stereo not drawn)
-0.5% | CN1CCN(C(=O)CCN2C(=O)c3ccccc3C2=O)CC1
-3.9%[57.5 µM] | COc1cc(NC(=O)C(=O)Nc2ccc3nc4n(c(=O)c3c2)CCCCC4)cc(OC)c1OC
-0.6% | CCOc1ccc(-c2ccc(SC)nn2)cc1
7.4% | CCC(C)Nc1nc(OC(C(F)(F)F)C(F)(F)F)nc(OC(C(F)(F)F)C(F)(F)F)n1 (stereo not drawn)
-6.1% | Cc1cccnc1NS(=O)(=O)c1cccc([N+](=O)[O-])c1
? | COc1ccc(/C=N/c2c(-c3ccc(OC)cc3)nc3n2CCS3)cc1
4.4% | Cc1ccccc1OCC(=O)N/N=C/c1ccccn1
-0.8% | Cc1ccccc1NC(=O)OCc1cccnc1Oc1ccc(Cl)cc1
0.8% | CCOC(=O)NNC1CC(=O)N(c2ccccc2)C1=O (stereo not drawn)
6.0%[57.5 µM] | CCN(CC)c1ccc(/C=N/NC(=O)c2ccc([N+](=O)[O-])cc2)cc1
-3.5% | C[C@@H]1CCC[C@@]2(O[C@H](CCO)C[C@@H](O)[C@@H]2O)O1
-1.1% | CCn1cc(CN(C)S(=O)(=O)c2ccc3ccccc3c2)c(C)n1
0.4% | COc1ccc(CCN2C(=O)C3C(C2=O)C2C=CC3C23CC3)cc1OC (stereo not drawn)
1.3% | O=C(O)c1ccc(Cl)c(NC(=S)NC(=O)c2ccccc2[N+](=O)[O-])c1
0.3% | O=C(c1ccco1)N1CCCC(c2nc(-c3ccc(S(=O)(=O)NCc4ccccc4)cc3)no2)C1 (stereo not drawn)
-1.2% | CCCC(=O)Nc1ccc(N2CCN(S(C)(=O)=O)CC2)cc1
-14.5%[57.5 µM] | CCOc1c(N2CC(C)OC(C)C2)c(=O)c1=O (stereo not drawn)
-1.9% | COc1cc(/C=C/C(=O)c2ccc(NS(=O)(=O)c3ccc(C)cc3)cc2)cc(OC)c1O
5.3% | O=C1COc2ccc(C(=O)COC(=O)c3cccnc3Cl)cc2N1
? | CCCC(=O)N(C1CC(C)C(C#N)(C#N)C1(C#N)C#N)N(C)C (stereo not drawn)
0.4% | CCOC(=O)C(=O)N=Nc1c(O)[nH]c2ccccc12
-1.7% | COc1ccc(OCC(O)CN2CCCCCC2)cc1 (stereo not drawn)
-16.6% | CCN(CC)C(=O)CSc1nnc(COc2ccc(OC)cc2)n1N
? | Cc1cccc(NS(=O)(=O)c2ccc(C)c(C(N)=O)c2)c1
3.1% | Cc1[nH]n(-c2ccc([N+](=O)[O-])cc2)c(=O)c1C=NCCN1CCN(C(=O)C(C)C)CC1

Continued.
ERK EGF inh | compound
-6.6% | O=C(NCc1ccccc1Cl)C(=O)NCC(c1ccco1)N1CCOCC1 (stereo not drawn)
? | COc1cccc(Nc2nc(N)c([N+](=O)[O-])c(NCc3ccccc3)n2)c1
? | COc1ccc(NC2=C(NCCO)C(=O)c3ccccc3C2=O)cc1
-15.7%[57.5 µM] | O=C(O)c1ccccc1C(=O)NCC(O)c1ccccc1 (stereo not drawn)
-4.4% | CSc1nc(N2CCN(c3ccccc3Cl)CC2)c2ccccc2n1
3.8% | O=S(=O)(c1ccc(-c2ccccc2)cc1)N1CCCC1
? | COc1cccc(-c2c3c([nH]c(=O)c2C#N)CCc2cc(OC)ccc2-3)c1
2.3% | CCOC(=O)C(=Cc1cc(=O)c(OC)co1)C(=O)OCC
-12.2% | O=C(COC(=O)c1sc2cc(Cl)ccc2c1Cl)Nc1ncc(Cl)cc1Cl
-2.8% | CN(CC(=O)Nc1ccc(S(=O)(=O)N2CCCC2)cc1)Cc1ccc(Cl)cc1Cl
-4.9% | Cc1c(NC(=S)N2CCN(c3cccc(Cl)c3)CC2)c(=O)n(-c2ccccc2)n1C
2.2% | COc1ccc(S(=O)(=O)Nc2cccc(-c3ccc4nncn4n3)c2)cc1F
-10.7% | Cc1cc(C)c(CN2CCC(CO)(CCOc3ccccc3)CC2)cc1C
-10.8%[57.5 µM] | CCOC(=O)CSc1n[nH]c(NC(=O)NC(C)C)n1
4.6%[57.5 µM] | CCC(=O)Nc1cccc(C2=NOC3(C2)C[C@@H](C(N)=O)N(C(=O)C(c2ccccc2)c2ccccc2)C3)c1 (stereo partly drawn)
2.0%[57.5 µM] | Cc1cc(C(=O)N/N=C/c2c(C)[nH]c3ccccc23)n[nH]1
-2.3% | CCOc1ccc(N=Nc2c(N)[nH][nH]c2=O)cc1
2.8% | CCCCc1ccc(NC(=S)NCc2ccccc2OC)cc1
? | CCOc1ccc(S(=O)(=O)N(C)c2ccc(OCC(=O)Nc3nc(-c4cc(OC)ccc4OC)cs3)cc2)cc1
-0.2% | O=C(CN1CCOCC1)N/N=C/c1ccccc1
2.0% | C=CCc1ccccc1OCC(O)CN1CCN(Cc2ccc3c(c2)OCO3)CC1 (stereo not drawn)
4.3% | C/C(=C(/NC(=O)c1ccccc1)C(=O)O)c1ccco1
8.9% | N#C/C(=C\c1cn(Cc2ccc(C#N)cc2)c2ccccc12)C(=O)NCc1cccs1
-15.7% | CN(C)CCCNC(=O)c1cc(C(=O)Cc2ccccc2)c[nH]1
31.2% | CC(C)(C)Nc1scc(-c2ccccc2)[n+]1-c1ccccc1
-6.9% | COc1ccc(S(=O)(=O)N2CCCOC2CNC(=O)C(=O)NCCCn2ccnc2)cc1 (stereo not drawn)
12.8% | O=C(C1CCN(CC2CC=CCC2)CC1)N(CCc1ccccc1)Cc1ccccc1 (stereo not drawn)
-0.6% | COc1ccc(Nc2nc(C(=O)N(CCO)Cc3ccccc3)cs2)cc1

A portion of the library; rates above refer to the full screens.
